# Screening data deposited in PubChem by several laboratories.
# MazF activator = MazEF (E. coli) toxin RNase activation; P0AE70; FAM/BHQ RNA-DNA oligo cleavage fluorescence, 5 h; activation, % at 20 µM; actives 0.32% (n = 350,000); in the data active means activation above about 50%
# Target sequence (P0AE70 whole entry, looked up): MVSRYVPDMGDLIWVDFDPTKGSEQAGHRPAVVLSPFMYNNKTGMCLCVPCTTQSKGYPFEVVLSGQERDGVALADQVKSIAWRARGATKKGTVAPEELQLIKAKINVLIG
# BioA inh = blocks M. tuberculosis BioA enzyme activity; purified M. tuberculosis BioA enzyme, plate reader; inhibition, % at 9.99 µM; actives 0.096% (n = 360,000); AID 602481; in the data active means inhibition above about 40%; inconclusive means no clear call, values can overlap the other calls
# FBA Mtb inh = inhibitors of M. tuberculosis fructose-bisphosphate aldolase; P9WQA3; purified M. tuberculosis FBA, fluorescence read-out; inhibition, % at 1 µM; actives 2.3% (n = 360,000); AID 588726; in the data active means inhibition above about 27%;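 further: 0% = vehicle and 100% = reference inhibitor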
# Target sequence (P9WQA3 whole entry, looked up): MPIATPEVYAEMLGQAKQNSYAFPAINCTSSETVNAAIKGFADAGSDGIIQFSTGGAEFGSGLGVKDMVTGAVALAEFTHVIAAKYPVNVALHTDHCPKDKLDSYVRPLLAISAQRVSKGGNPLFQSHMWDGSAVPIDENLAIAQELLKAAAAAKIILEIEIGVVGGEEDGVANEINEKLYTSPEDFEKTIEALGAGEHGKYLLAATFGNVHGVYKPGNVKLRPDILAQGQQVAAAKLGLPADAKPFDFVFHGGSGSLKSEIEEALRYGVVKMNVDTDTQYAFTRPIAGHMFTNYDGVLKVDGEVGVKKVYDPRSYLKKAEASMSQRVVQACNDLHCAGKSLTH
# BoNT F protease = blocks Botulinum neurotoxin F light chain protease; actives 0.22% (n = 360,000); Multiplex microsphere protease cleavage assay, flow cytometry; inhibition, % at 10 µM; in the data active means inhibition above about 35%, passing the limit was not always enough; inconclusive means no clear call, values can overlap the other calls; further: plate controls were buffer without enzyme for full effect and enzyme alone for no effect
# Mtb UGM inh = inhibitors of M. tuberculosis UDP-galactopyranose mutase; P9WIQ1; purified UGM, fluorescence polarization probe displacement; inhibition, % at 10 µM; actives 0.06% (n = 320,000); AID 504406; in the data active means inhibition above about 10%, passing the limit was not always enough; inconclusive means no clear call, values can overlap the other calls
# DUSP3 inh = inhibitors of human VHR1 phosphatase (DUSP3) | P51452 | recombinant VHR phosphatase, pNPP absorbance | inhibition, % at 13.3 µM | actives 0.52% (n = 290,000); in the data active means inhibition above about 50%; further: some compounds called inactive have numbers as strong as hits
# Target sequence (P51452 whole entry, looked up): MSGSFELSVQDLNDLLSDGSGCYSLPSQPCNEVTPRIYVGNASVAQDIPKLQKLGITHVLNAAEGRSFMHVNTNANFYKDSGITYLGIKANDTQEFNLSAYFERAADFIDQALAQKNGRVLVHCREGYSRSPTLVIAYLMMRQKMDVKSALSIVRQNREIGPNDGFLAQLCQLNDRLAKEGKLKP
# GDH-TPI counter = GDH-TPI coupled enzyme inhibition counter-screen; GDH-TPI coupled enzyme counterscreen, NADH absorbance; AID 588335; actives 1.2% (n = 360,000); inhibition, % at 4.8 µM;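 further: 0% = DMSO wells and 100% = wells lacking the enzyme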
# Rv3671c protease = inhibits the M. tuberculosis serine protease Rv3671c; actives 0.048% (n = 320,000); P9WHR9; inhibition, % at 5.96 µM; in the data active means inhibition above about 38%;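 further: extracellular domain of Rv3671c used as enzyme; 0% = enzyme with DMSO and 100% = no enzyme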
# Target sequence (P9WHR9 whole entry, looked up, the tested form may be a part): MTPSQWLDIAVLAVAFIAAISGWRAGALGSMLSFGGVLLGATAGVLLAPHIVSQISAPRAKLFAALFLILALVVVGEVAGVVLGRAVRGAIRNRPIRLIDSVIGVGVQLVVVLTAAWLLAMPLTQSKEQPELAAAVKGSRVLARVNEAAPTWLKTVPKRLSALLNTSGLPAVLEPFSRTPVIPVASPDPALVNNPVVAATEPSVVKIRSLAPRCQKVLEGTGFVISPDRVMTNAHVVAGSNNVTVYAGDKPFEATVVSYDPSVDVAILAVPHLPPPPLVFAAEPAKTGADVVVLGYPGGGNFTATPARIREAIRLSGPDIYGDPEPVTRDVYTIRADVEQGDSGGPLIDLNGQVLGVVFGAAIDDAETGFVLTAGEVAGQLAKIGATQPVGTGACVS
# CCHF vOTU inh = blocks the CCHF virus ovarian tumor domain protease. CCHFV vOTU protease, Pep-AMC fluorescence. inhibition, % at 11.5 µM. AID 651958. actives 0.55% (n = 370,000); further: 0% = vehicle wells with enzyme and 100% = no enzyme wells
# FadD28 binding = inhibitors of Mycobacterium tuberculosis FadD28 bisubstrate binding. inhibition, % at 12.5 µM. actives 0.22% (n = 360,000). FadD28 bisubstrate probe binding, fluorescence polarization. AID 588549; in the data active means inhibition above about 8.5%, passing the limit was not always enough; inconclusive means no clear call, values can overlap the other calls
# Numbers without * were called inactive; i = inactive; ? = inconclusive; . = not tested or not shown; + = active, no number; & = joins results of further samples. Unless noted, no stated cut-off is given here; in the data, active means inhibition above about 30%; inactive means the rest.
SMILES,MazF activator,BioA inh,FBA Mtb inh,BoNT F protease,Mtb UGM inh,DUSP3 inh,GDH-TPI counter,Rv3671c protease,CCHF vOTU inh,FadD28 binding
CCCCCn1c(=O)c(C(=O)NCc2ccccc2Cl)c(O)c2ccccc21,5,1.1,3,-36,-1.9,0,3,2,1,-0.6
CCc1cccc(N(C(=O)c2csnn2)C(C(=O)NC(C)(C)CC)c2ccccn2)c1 (centres undefined),-3,.,4,-2,0.5,11,0,3,5,0.2
COC1(OC)N=C(N)C2(C#N)C(c3cccc(Oc4ccccc4)c3)C12C#N (centres undefined),-7,-1.8,-4,-4,0.1,-4,1,-5,-14,-1.0
CCCCOC(=O)c1ccc(NC(=O)c2c(N)n(C)c(=O)[nH]c2=O)cc1,3,.,.,.,0.6,.,.,-6,3,.
CCN(CC)C(=O)C(=O)N/N=C/c1ccc(C(=O)O)cc1,-6,-1.8,-2,6,0.9,10,-7,-7,0,-3.7
COCCN1C(=O)C(=O)/C(=C(/O)c2ccc(S(=O)(=O)N3CCOCC3)cc2)C1c1cccc([N+](=O)[O-])c1 (centres undefined),-3,0.3,-1,-4,0.5,9,14,2,.,-2.5
Cc1cc(/C=N/NC(N)=S)c(O)c(/C=N/NC(N)=S)c1,i,-7.5,-7,-8,-2.9,20,11,12,-2,-2.9
O=C(COc1ccc(Cl)cc1)NCCSc1ccccc1,-1,1.1,0,-4,-1.4,14,-4,-3,-2,-3.7
COc1ccc(/C=C(\NC(=O)c2ccccc2)C(=O)NCC2CCCO2)cc1 (centres undefined),5,-1.4,1,-26,-0.3,-5,9,6,0,-2.1
CCCn1c(-c2cccs2)nc2nc3ccccc3nc21,0,0.6,+,-2,-1.6,32,31*,-2,-311,-7.0
CCNC(=S)NNC(=O)c1ccccc1Cl,2,.,0,-2,.,-3,-3,1,-15,-1.8
O=C(Cn1nc(-c2ccc(Cl)cc2)c2ccccc2c1=O)Nc1cccnc1,7,.,-7,-8,-0.7,6,3,-13,-4,-0.1
COc1ccc(-c2cc3nc(CCl)[nH]c(=O)c3s2)cc1,5,1.5,160*,3,5.0,12,19,-17,-145,-7.0
COc1ccc(NC(=O)c2cccnc2NCCc2ccccc2)cc1,-2,.,-1,-2,-0.9,-7,14,0,25,0.6
C=CCNC(=O)/C(=C\c1ccc(Br)cc1)NC(=O)c1ccccc1OC,-6,.,7,-2,-1.0,15,7,-12,5,-0.3
CC12CCC(=O)C=C1CCCC2=O (centres undefined),5,8.1,2,1,.,.,5,.,-5,-1.4
CC1CCN(C(=O)COC(=O)c2ccccc2NCCO)CC1,6,-0.5,92*,-3,.,.,14,.,-125,-0.1
O=C(O)c1cc2c(cc1NC(=O)c1ccccc1OC(F)F)OCCCO2,-5,-0.7,-4,-6,8.2,7,-10,-10,6,-4.5
Cc1nc(-c2ccc(Cl)cc2)sc1C1(C)CC(c2ccc(Br)cc2)=NO1 (centres undefined),-3,-1.7,-1,3,1.0,.,11,-9,-4,-0.1
COC(=O)c1ccccc1S(=O)(=O)C(C)(C)C,4,-2.4,-3,-4,1.5,4,4,3,19,-2.7
C[C@H](CO)N1C[C@H](C)[C@H](CN(C)S(=O)(=O)c2ccccc2)Oc2ccc(NC(=O)NC3CCCCC3)cc2CC1=O,9,-1.1&-5.5,1,-10,0.2,.,-1,6,21,2.9
Cc1ccc(Cc2cnc(NC(=O)C3CCCO3)s2)cc1 (centres undefined),5,0.4,1,-1,1.9,25,-8,3,10,-3.0
COc1ccc(NC2CCCN(C(=O)CCc3cccc(F)c3)C2)cc1 (centres undefined),6,-0.1,4,1,1.2,45,10,-14,-1,-1.3
Cc1cccn2cc(CCNC(=O)c3ccc(Br)o3)nc12,7,0.3,3,1,4.4,6,5,-9,-3,0.3
COc1ccccc1CCC(=O)OCC(=O)Nc1ccc(C)c(S(=O)(=O)N2CCCCC2)c1,1,0.0,-4,5,-0.9,.,-9,-24,11,1.8
CC(C(=O)c1ccc(Cl)cc1Cl)n1cncn1 (centres undefined),5,-0.7,6,2,1.1,-15,-7,5,-20,.
COc1cccc(NC(=O)CSCC(=O)O)c1,6,-1.6,-2,0,-1.2,15,-7,9,-6,-2.2
CCc1ccc(S(=O)(=O)Nc2c(C)nc3nc[nH]n3c2=O)cc1,-2,-0.1,-9,10,-2.6,12,13,3,-13,-1.2
CCCCCCCC(=O)C(C)C(=O)N(C)[C@H](Cc1ccc(OC)cc1)C(=O)N(C)[C@H](C(N)=O)C(C)C (some centres undefined),-2,2.9,0,2,.,.,9,-2,8,-0.2
Fc1ccc(NC(=S)Nc2cc(Cl)ccc2Cl)cc1,3,.,-4,-1,-2.3,33,-13,0,-13,-3.2
COc1ccc(-c2oc(=O)c3cc(OC)c(OC)cc3c2C#CCCO)cc1,0,-0.1,4,-3,-3.0,.,25,-7,-32,-0.3
CCOc1ccc(CN2CCN(C(=O)c3cccc(F)c3)CC2)cc1,-2,1.0,2,-6,-0.3,13,9,15,12,-0.8
CC(=O)Nc1ccc2[nH]ccc2c1,-6,-1.3,3,0,1.3,17,17,-6,4,-1.4
Cc1ccccc1S(=O)(=O)Cc1ccc(C(=O)NCc2ccccc2)o1,6,.,0,-1,0.0,57*,9,5,6,0.5
COc1ccc(NC(=S)Nc2ccc(F)cc2)c(OC)c1,-7,-1.0,3,-9,-0.1,.,2,-6,16,1.3
NS(=O)(=O)c1ccc(N2CCN(C(=O)c3ccco3)CC2)nc1,5,-0.1,3,-6,-0.8,.,11,2,5,-3.1
COc1ccc(C(=O)C2CCCN(Cc3c(F)ccc(F)c3F)C2)c(OC)c1 (centres undefined),3,-0.5,-2,-11,1.3,-11,-2,1,10,-0.2
O=c1[nH]c(C2CCN(S(=O)(=O)c3ccc(S(=O)(=O)NC4CC4)cc3)CC2)nc2c1nnn2Cc1cccc(F)c1,5,-0.1,2,18,-1.4,0,0,-4,-2,-0.5
CCCCCn1c(SCc2cccc(C)c2)nc2c1c(=O)[nH]c(=O)n2C,7,2.6,0,-3,-0.5,10,13,-7,6,-2.1
CCS(=O)(=O)N1CCN(c2ccc(Cl)cc2[N+](=O)[O-])CC1,6,0.6,-4,-3,-1.9,3,-6,-1,10,0.3
COc1ccc(CCNC(=O)/C=C/C(=O)O)cc1,1,.,-1,-1,0.8,12,-4,-6,-9,-0.1
Cc1ccc(OC(=O)c2cc(=O)c3ccccc3o2)cc1,3,-4.6,1,14,0.2,-10,8,-2,3,-1.3
Cc1[nH]c(C)c(S(=O)(=O)Nc2ccccc2)c1C(=O)N1CCCC1,-5,-3.1,-2,3,-2.2,0,3,2,10,-1.5
COc1ccc(NC(=O)NCCCCc2ccccc2)c(OC)c1,1,-4.9,0,12,0.6,-7,7,7,7,-0.2
O=C(CSc1nnc(-c2cccnc2)n1Cc1ccco1)c1ccc(Br)cc1,6,6.2,1,0,1.1,19,3,-1,2,-2.2
Cc1ccc(OCC(=O)NC(=S)Nc2ccc(S(=O)(=O)Nc3cc(C)on3)cc2)c(Br)c1,2,0.0,-5,-13,-1.5,27,-7,-1,-15,-0.3
COc1cccc(/C=N/NC(=O)N/N=C/c2cccc(OC)c2O)c1O,16,-1.8,1,14,-2.5,2,20,6,10,-0.6
Cc1cc(C)n(C(=O)CNC(=O)C2COc3ccccc3O2)n1 (centres undefined),-3,-0.8,1,-5,-3.5,-5,-11,-5,-2,-3.4
COc1ccc(-c2noc(CCC(=O)N3CCN(c4ccccc4C)CC3)n2)cc1,-1,-1.2,1,-4,.,.,-9,.,13,-3.5
Cc1ccc(CN2CC(C(=O)Nc3cccc(C)n3)CC2=O)cc1 (centres undefined),3,-0.5,0,.,-0.4,.,-1,7,0,-0.6
Cc1ccc(OCc2ccccc2C)c([N+](=O)[O-])n1,4,2.0,3,5,-0.9,6,7,-3,20,-1.5
COc1ccc(NC(=O)C2CCN(c3cnccn3)CC2)cc1OC,1,-6.1,3,2,-1.7,-16,1,3,1,-2.1
CCC(COC)NCc1cn(-c2ccc(OC)cc2)nc1-c1cccc(F)c1 (centres undefined),11,0.3,15,-10,-1.5,-6,-4,-1,-3,-1.1
CC(=O)Nc1ccccc1NC(=O)c1ccccc1,0,.,-4,-2,-4.7,15,6,-3,3,-3.5
CCOc1ccccc1OC(=O)c1cc2ccccc2oc1=O,7,.,0,1,0.7,2,9,-3,3,-3.5
O=C(Cc1cccc2ccccc12)NN1C(=O)/C(=C\c2cccnc2)SC1=S,1,-2.3,3,2,0.1,19,12,2,3,0.0
CC(Oc1ccc(Cl)cc1Cl)/C(N)=N/O (centres undefined),-6,.,0,?,2.7,-1,3,0,4,-0.1
Cc1cc(NS(=O)(=O)c2ccc(NC(=O)c3ccc([N+](=O)[O-])cc3)cc2)nc(C)n1,3,1.0,0,-2,.,.,1,.,6,-4.2
O=C(Cn1c(=O)n(Cc2ccc(F)cc2)c(=O)c2ccccc21)NCC1CCCO1 (centres undefined),-4,-6.4,2,-1,0.1,26,-3,-4,0,-0.3
CC(C(=O)Nc1ccc2nccnc2c1)N1C(=O)C2C3C=CC(C3)C2C1=O (centres undefined),1,0.0,6,-20,0.3,7,7,3,-9,-1.5

# Next section.
SMILES,MazF activator,BioA inh,FBA Mtb inh,BoNT F protease,Mtb UGM inh,DUSP3 inh,GDH-TPI counter,Rv3671c protease,CCHF vOTU inh,FadD28 binding
CC(C)(C)N(Cc1ccccc1)C(=O)COC(=O)c1ccc2ccccc2n1,3,-1.0,3,-11,0.2,.,3,-4,0,-3.9
COC(=O)N1[C@H](C)C=C[C@]1(Cc1ccccc1)C(=O)O,8,-0.9,3,7,0.5,16,9,-9,8,-1.7
COc1ccccc1NC(=O)CN1C(=O)NC(CC(C)C)C1=O (centres undefined),-1,1.7,0,-3,-0.6,15,2,-5,-8,1.4
CCN(CC)S(=O)(=O)c1cccc(-c2nnc(SCc3ncc(-c4ccccc4)o3)n2C)c1,1,2.8,0,-9,-2.7,31,3,-3,-12,-5.0
COc1ccc(-c2cc(C(=O)Nc3cc(Br)ccc3O)no2)cc1,-31,3.7,4,-14,3.5,16,3,-6,-11,-2.0
CN1CCN(c2ccc(NC(=O)c3cc4ccccc4o3)cc2)CC1,3,-1.1,-7,?,-0.2,-13,3,2,5,-3.6
CCCCCC[N+](C)(C)CC/C=C1/c2ccccc2Sc2ccc(Cl)cc21,11,.,-1,?,-1.6,1,8,1,13,-7.3
COc1ccc(/C=C/C(=O)c2c(C)nc3ccccn23)cc1,0,0.4,2,-6,-1.1,-1,11,3,22,-1.4
CCOc1ccccc1C(=O)NC(C(=O)NCc1ccc(F)cc1)C(C)C (centres undefined),4,0.1,4,-4,-1.2,4,4,0,11,-1.9
CC1(C)CC(=O)C2=C(C1)Nc1ccccc1S2,-64,-0.9,-2,?,0.7,-21,13,1,-6,-3.2
O=C1c2ccccc2C(O)(c2ncc[nH]2)N1CCc1ccccc1 (centres undefined),1,-0.4,2,-5,1.5,24,4,-1,-11,0.9

# Quoted at random: 5 entries already listed
SMILES,MazF activator,BioA inh,FBA Mtb inh,BoNT F protease,Mtb UGM inh,DUSP3 inh,GDH-TPI counter,Rv3671c protease,CCHF vOTU inh,FadD28 binding
COC(=O)N1[C@H](C)C=C[C@]1(Cc1ccccc1)C(=O)O,8,-0.9,3,7,0.5,16,9,-9,8,-1.7
COc1ccc(-c2cc(C(=O)Nc3cc(Br)ccc3O)no2)cc1,-31,3.7,4,-14,3.5,16,3,-6,-11,-2.0
O=C1c2ccccc2C(O)(c2ncc[nH]2)N1CCc1ccccc1 (centres undefined),1,-0.4,2,-5,1.5,24,4,-1,-11,0.9
CN1CCN(c2ccc(NC(=O)c3cc4ccccc4o3)cc2)CC1,3,-1.1,-7,?,-0.2,-13,3,2,5,-3.6
COc1ccc(/C=C/C(=O)c2c(C)nc3ccccn23)cc1,0,0.4,2,-6,-1.1,-1,11,3,22,-1.4
